# PI5P4Ka inh: PI5P4K alpha (human) kinase inhibition; P48426; PI5P4Kalpha enzyme, ADP-Glo luminescence, 60 min; stronger effect = lower value; max response, %; hit rate 1.2% among 330,000; AID 652105; active = max response of -50% or lower; inconclusive = between -30% and -50%; inactive = -30% or higher; also: value at the top dose of about 77 µM; % is scaled to controls: 0 for no effect and ±100 for the full control effect
# Target sequence (P48426 whole entry, looked up): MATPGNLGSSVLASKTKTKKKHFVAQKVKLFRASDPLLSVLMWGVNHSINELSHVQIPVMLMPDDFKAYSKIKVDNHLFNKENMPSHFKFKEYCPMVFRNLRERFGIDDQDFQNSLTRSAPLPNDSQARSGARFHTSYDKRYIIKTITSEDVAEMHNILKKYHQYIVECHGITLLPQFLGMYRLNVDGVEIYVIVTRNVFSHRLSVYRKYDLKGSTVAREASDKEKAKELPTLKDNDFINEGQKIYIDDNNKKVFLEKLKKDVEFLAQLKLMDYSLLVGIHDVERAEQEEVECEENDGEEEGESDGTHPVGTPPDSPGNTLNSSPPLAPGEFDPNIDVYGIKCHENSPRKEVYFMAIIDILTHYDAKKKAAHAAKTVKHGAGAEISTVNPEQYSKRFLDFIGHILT
#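 PI5P4Kalpha ADP-Glo assay; 5 microM ATP final; 60 min RT reaction; HEPES pH 7.4/EGTA/CHAPS, 5% DMSO; controls lacking substrate or enzyme; luminescent end-point.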
# EPAC1 ag: EPAC1 (human) agonism | AID 720707 | Potency, µM (top dose mostly 154 µM), without a hit: at the top dose activation, usual class: activators | O95398 | EPAC1 agonist qHTS, biochemical assay; response scale: 100% = response to 6.5 mM cAMP | hit rate 0.073% among 360,000; also: potency is read from the fitted curve at half-maximal effect; nearly all actives have a fitted effect of over 60% in size
#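 Normalized to 6.5 mM cAMP, activity reflects EPAC1-catalysed release of BODIPY-GDP from Rap1B, followed kinetically over 30 min at 480 nm excitation, 540 nm emission. Reaction contained 100 nM EPAC1, 250 nM Rap1B-BODIPY-GDP, 50 uM GDP.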
# PLK1 PBD block: inhibitors of human PLK1 polo-box domain binding; Potency, µM, for inactives: max response, negative = inhibition, most hits filed as inhibitors; hit rate 2.8% among 360,000; Plk1 PBD binding of FITC phosphopeptide, fluorescence polarization; also: potency is read from the fitted curve at half-maximal effect; series mostly up to about 57 µM; % is scaled to controls: 0 for no effect and ±100 for the full control effect; nearly all actives have a fitted effect of over 65% in size
# Target sequence (P53350 whole entry, looked up, the tested form may be a part): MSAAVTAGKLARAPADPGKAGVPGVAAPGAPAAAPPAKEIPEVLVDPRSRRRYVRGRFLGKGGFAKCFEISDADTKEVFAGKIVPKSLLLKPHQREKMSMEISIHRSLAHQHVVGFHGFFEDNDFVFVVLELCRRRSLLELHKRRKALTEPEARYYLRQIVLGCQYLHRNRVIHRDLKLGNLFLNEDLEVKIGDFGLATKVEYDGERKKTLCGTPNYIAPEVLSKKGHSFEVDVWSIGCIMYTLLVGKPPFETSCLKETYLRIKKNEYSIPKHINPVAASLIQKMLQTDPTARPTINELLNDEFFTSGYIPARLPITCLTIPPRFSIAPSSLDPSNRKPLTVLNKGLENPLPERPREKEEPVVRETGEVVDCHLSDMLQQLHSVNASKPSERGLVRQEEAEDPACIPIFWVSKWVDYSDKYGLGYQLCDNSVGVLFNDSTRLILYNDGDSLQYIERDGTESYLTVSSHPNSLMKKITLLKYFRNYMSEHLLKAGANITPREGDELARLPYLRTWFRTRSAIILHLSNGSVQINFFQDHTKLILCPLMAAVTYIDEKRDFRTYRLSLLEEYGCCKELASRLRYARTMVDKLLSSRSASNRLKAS
# CCT chaperon mod: cytosolic chaperonin activity modulation; activity change, % (no concentration beside the values), hits read low; AID 651819; purified chaperonin ATPase assay, HTRF ADP detection, 30 min; hit rate 0.3% among 360,000; in the data active = activity change below about -30%; also: % is scaled to controls: 0 for no effect and ±100 for the full control effect
#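 ATPase activity: ADP formed was measured by HTRF Transcreener (665/615 nm ratio) after 30 min at 37 deg C with 10 uM ATP. Compounds screened at one 76 uM concentration against 40 or 20 nM TRiC in Tris pH 7.4/KCl/MgCl2/DTT buffer.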
# EPAC2 antag: blocks human EPAC2 exchange factor; EPAC2 GEF exchange of Rap1B-BODIPY-GDP, fluorescence; Potency, µM (series often up to 114 µM), without a hit: at the highest dose activity, negative = inhibition, hits mostly inhibitors; hit rate 0.18% among 360,000; also: potency is read from the fitted curve at half-maximal effect; % is scaled to controls: 0 for no effect and ±100 for the full control effect; nearly all actives have a fitted effect of over 45% in size; many of its hits are not listed in these tables
# EPAC1 antagonist: EPAC1 (human) antagonism. EPAC1 GEF assay, Rap1b-BODIPY-GDP exchange fluorescence. Potency, µM (series often up to 115 µM), without a hit: at the highest dose activity change, negative = inhibition, usual class: inhibitors. hit rate 0.14% among 360,000. AID 720709;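 also: potency is read from the fitted curve at half-maximal effect; plate controls were vehicle for no effect and positive control for full effect; nearly all actives have a fitted effect of over 50% in size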
# Mm-Cpn inhibitor: blocks the Methanococcus maripaludis chaperonin Mm-Cpn; purified Mm-Cpn ATPase, ADP Transcreener TR-FRET; Potency, µM (doses to about 76.9 µM), without a hit: at the top dose activity, negative = inhibition, hits mostly inhibitors; hit rate 0.031% among 330,000; also: potency is read from the fitted curve at half-maximal effect; % is scaled to controls: 0 for no effect and ±100 for the full control effect; nearly all actives have a fitted effect of over 80% in size
#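 Compound-treated chaperonin, 25 nM final, turns over 10 uM ATP at 37°C for 30 min following a 10 min preincubation; ADP generated competes with ADP-d2 for Eu-cryptate antibody, lowering FRET.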
# WRN inhibitor: WRN helicase (human) inhibition; Q14191; WRN helicase unwinding, fluorescent forked duplex, kinetic; Potency, µM (top dose mostly 114 µM), for inactives: at the highest dose activity change, negative = inhibition, usual class: inhibitors; hit rate 0.46% among 360,000; AID 651768; also: potency is read from the fitted curve at half-maximal effect; % is scaled to controls: 0 for no effect and ±100 for the full control effect; nearly all actives have a fitted effect of over 55% in size
#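 Primary qHTS, 1536-well format. 20 nM WRN + compound, 15 min RT; start with 100 nM forked fluorophore/quencher duplex, 2 mM ATP (final); kinetic read ex 525/em 598 nm.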
# * hit, by the source's call; u = inconclusive; x = no result given; [ ] = remark or other dose. Unless noted, calls follow the shape of the dose curve; as a rule, active = well fitted curve in the direction sought with a large enough effect; inconclusive = small, poorly fitted or top-dose-only effect, or another doubt; inactive = no such curve, though single readings can be large; an effect the other way counts as inactive or inconclusive. A portion of the library. The share of hits here may be higher or lower than overall.
# Every second line gives: PI5P4Ka inh	EPAC1 ag	PLK1 PBD block	CCT chaperon mod	EPAC2 antag	EPAC1 antagonist	Mm-Cpn inhibitor	WRN inhibitor
1: COc1ccc(/C=N\NC(=O)c2ccc([N+](=O)[O-])cc2)cc1COc1c(F)c(F)cc(F)c1F
→ 2	8%	-8%	-2.0	4%	9%	-4%	0%
2: CC(=O)NC1(C(F)(F)F)N=C(c2ccccc2)NC1=O (stereo not given)
→ -1	-1%	-2%	-0.6	-1%	9%	-1%	-12%
3: CN(CCCNC(=O)C1CCC(=O)N1Cc1ccc(F)cc1)c1ccccc1 (stereo not given)
→ 1	-11%	0%	-2.4	-4%	5%	-1%	1%
4: O=C(CCl)Nc1cccc(Oc2cnccn2)c1
→ 0	-15%	-8%	-1.2	-3%	19%	0%	4%[57.1 µM]
5: O=C(CSc1ncn[nH]1)Nc1nsc(-c2ccccc2)n1
→ 3	0%	4%	-2.4	12%	24%	-7%	-11%[57.1 µM]
6: CC(=O)CSc1nc2c(c(=O)[nH]c(=O)n2C)n1Cc1ccccc1Cl
→ -1	3%	-3%	-1.1	-28%	-5%	-1%	-2%[57.1 µM]
7: COc1ccc(NC(=O)CN(C)C(=O)c2ccc3ccccc3c2)cc1
→ 6	-11%	-3%	1.6	12%	-12%	-5%	-24%
8: COc1ccc(S(=O)(=O)N2CCN(C(=O)C3COc4ccccc4O3)CC2)cc1 (stereo not given)
→ -74*	-1%	11µM*	-1.3	4%	-14%	0%	50µM*
9: O=C(NNC(=S)Nc1ccccc1)c1ccco1
→ -1	2%	-1%	-0.3	8%[57.1 µM]	12%	0%	-7%
10: COC(=O)c1nc(NC(=O)c2ccc(Cl)cc2)n[nH]1
→ x	8%	27µM*	-4.4	-8%	0%	0%	-6%
11: O=C(COC(=O)COc1ccc(Cl)cc1Br)NC1CC1
→ -2	-11%	6%	1.5	-8%	5%	-3%	-2%
12: Cc1cccc(OC(C)C(=O)Nc2ccc(S(=O)(=O)N3CCCC3)cc2)c1 (stereo not given)
→ -1	5%	-5%	-2.4	-8%	u	1%	2%
13: O=C1C(=O)N(CC2CCCO2)C(c2ccco2)/C1=C(/O)c1ccc(F)cc1 (stereo not given)
→ 0	-4%	-8%	-0.1	2%	-9%	-2%	2%
14: O=C(O)Cn1nnnc1SCC(=O)Nc1ccccc1F
→ 0	1%	-5%	1.3	-2%	7%	-3%	-3%
15: CCc1ccc(NC(=O)c2sc3nc4n(c(=O)c3c2C)CCC4)cc1
→ -3	-15%	-1%	2.6	2%	-1%	-1%	-5%

# The listing continues.
# Every second line gives: PI5P4Ka inh	EPAC1 ag	PLK1 PBD block	CCT chaperon mod	EPAC2 antag	EPAC1 antagonist	Mm-Cpn inhibitor	WRN inhibitor
16: Cc1ccc(NC(=O)C2CCCN2c2nn3c(=O)cc(C)nc3s2)cc1 (stereo not given)
→ 0	-8%	-3%	-0.3	-19%	7%	-1%	-3%
17: COCCN(C(=O)Cn1c(C(F)(F)F)nc2ccccc21)c1c(N)n(Cc2ccccc2)c(=O)[nH]c1=O
→ 3	-4%	1%	-0.3	8%	-13%	-1%	-7%
18: C[C@H](CO)N1C[C@H](C)[C@@H](CN(C)S(=O)(=O)c2cn(C)cn2)Oc2ccc(NC(=O)C3CC3)cc2C1=O
→ -3	16%	-7%	1.1	-6%	3%	1%	-6%
19: Cc1cccc(C2(c3cccc(C)c3)CC2C(=O)Nc2ccc([N+](=O)[O-])cc2O)c1 (stereo not given)
→ 2	12%	-2%	-1.6	-17%	-20%	-1%	-19%
20: CCCn1c(CCC(=O)O)ccc1-c1ccc(OC)cc1
→ x	3%	-7%	-1.7	-10%	-5%	x	-27%
21: COc1ccc(CNC(=O)C2CCN(S(=O)(=O)c3cccc(C(F)(F)F)c3)CC2)cc1
→ 9	8%	-8%	-1.7	0%	-5%	2%	9%
22: Cc1c(OCC(=O)NCCCN2CCCC2=O)ccc2c3c(c(=O)oc12)CCCC3
→ 2	3%	-12%	-1.3	-5%	-3%	1%	1%
23: COc1ccc(C(CNC(=O)CN2C(=O)NC3(CC(C)CC(C)(C)C3)C2=O)N2CCOCC2)cc1 (stereo not given)
→ x	-9%	3%	-1.1	-2%	-5%	-1%	3%
24: COc1ccc(-c2c(-c3cc(OC)cc(OC)c3)n(C)c3ccc(-c4cnc(OC)nc4)cc23)cc1
→ 3	-4%	-9%	-1.9	-18%	-7%	3%	4%
25: O=C(NCCc1c[nH]c2ccccc12)c1ccc(Cl)cc1
→ 0	-2%	-1%	0.4	-17%	4%	3%	8%
26: c1ccc(Cn2ncc3c(Nc4ccccc4)ncnc32)cc1
→ -25	1%	-17%	-2.4	-14%	-10%	2%	-6%
27: CCOc1ccc(C=NNc2ccc(S(=O)(=O)Nc3ccccc3C(=O)O)cc2[N+](=O)[O-])cc1OC
→ -74*	5%	u	-3.3	-13%	-13%	-1%	u
28: COc1ccc(-c2ccc(C(=O)Nc3ccccc3)c3occc23)c(C)c1
→ 16	6%	-7%	-0.2	5%	-6%	x	-5%[57.1 µM]
29: CSc1cccc(N2CC(C(=O)N(CC(C)C)c3c(N)n(Cc4ccccc4)c(=O)[nH]c3=O)CC2=O)c1 (stereo not given)
→ -28	-5%	-15%	0.7	4%	-4%	1%	-10%[11.6 µM]
30: CC1CN(CC(=O)Nc2cc(S(=O)(=O)N3CCCC3)ccc2Cl)CC(C)O1 (stereo not given)
→ -2	0%	2%	-1.1	6%	-9%	-1%	-1%

# The list continues.
# Every second line gives: PI5P4Ka inh	EPAC1 ag	PLK1 PBD block	CCT chaperon mod	EPAC2 antag	EPAC1 antagonist	Mm-Cpn inhibitor	WRN inhibitor
31: O=C(NCc1cccnc1)C1c2ccccc2C(=O)N1Cc1ccco1 (stereo not given)
→ x	2%	-9%	1.6	-3%	-4%	u	-12%
32: COC(=O)c1cc(S(=O)(=O)Nc2cccc(S(N)(=O)=O)c2)oc1C
→ -1	-2%	-3%	1.6	14%	19%	4%	5%
33: COCCCn1c(C)nnc1SCC(=O)Nc1cccc(C)c1
→ -1	14%	-3%	-2.1	7%	16%	-1%	4%
34: Cc1c(Br)ccc(NC(=O)Cn2nc(-c3cccs3)ccc2=O)c1C
→ 8	-3%	1%	0.1	3%	-11%	-2%	0%[11.6 µM]
35: Cc1cc(C(=O)NC2CCCCCC2)c2ccccc2n1
→ 4	-2%	1%	2.1	-6%	-6%	1%	-7%
36: COc1ccc(O)c(-c2cc(-c3ccccc3[N+](=O)[O-])[nH]n2)c1
→ 2	-1%	-4%	2.5	-15%	u	1%	-21%
37: N#Cc1cnn(Cc2ccccc2)c1N
→ -5	8%	-8%	3.8	2%	-8%	2%	-16%
38: CCCCC(=O)N1C(C)CCC1C (stereo not given)
→ -3	1%	24µM*	0.0	2%	13%	x	4%
39: N#Cc1ccc(COC(=O)C2CCC(=O)N2)cc1 (stereo not given)
→ 2	2%	-17%	-1.4	-9%	-12%	2%	0%
40: O=C(Cn1nc(-c2ccccc2)ccc1=O)N1CCOCC1
→ -2	-6%	3%	-0.6	-9%	-4%	x	2%
41: Cc1c(NC(=O)c2ccc3c(c2)OCO3)cccc1-c1nc2ccccc2o1
→ 0	-5%	-4%	-1.8	-8%	-1%	1%	-10%
42: COc1ccccc1Oc1ccc(S(=O)(=O)N2CCCCC2C)cc1 (stereo not given)
→ 0	19%	-13%	-5.1	-9%	-8%	-20%	8%[57.1 µM]
43: CC1CCC2(CC1)NC(=O)N(CC(=O)Nc1ccc(N3CCOCC3)cc1)C2=O (stereo not given)
→ 7	10%	-2%	-0.2	-1%	0%	1%	-3%
44: CCOC(=O)NC(=O)/C(C#N)=C(/C)N(C)C
→ 5	-4%	-2%	0.6	4%	7%	-4%	0%
45: O=C(NNc1ccc(Cl)nn1)c1ccc(Cl)cc1
→ 4	0%	-5%	0.8	12%	-3%	0%	-8%

# Continued:
# Every second line gives: PI5P4Ka inh	EPAC1 ag	PLK1 PBD block	CCT chaperon mod	EPAC2 antag	EPAC1 antagonist	Mm-Cpn inhibitor	WRN inhibitor
46: Cc1ccc(S(=O)(=O)N(C)C)cc1NC(=O)CN1c2cccc3cccc(c23)S1(=O)=O
→ -26	5%	-3%	2.8	4%	-10%	-7%	5%
47: COc1ccc(NC(=O)C2(C)CCN2Cc2ccccc2Cl)cc1OC (stereo not given)
→ 1	13%	-15%	-1.2	-11%	-25%	x	-9%
48: COC(=O)c1c(C)noc1-c1snnc1C
→ 5	5%	-9%	0.3	6%	2%	-1%	-5%
49: Cc1ccc(S(=O)(=O)N(C)c2ccc(OCC(=O)NCC3(N(C)C)CCCCC3)cc2)cc1
→ 8	-7%	1%	0.5	17%	-16%	1%	3%
50: COc1ccc(S(=O)(=O)NC(CC(=O)NCc2ccccc2OC)c2ccco2)cc1 (stereo not given)
→ -7	0%	-8%	0.7	5%	21%	-1%	-16%[57.1 µM]
51: Cc1ccc2[nH]c(O)c(N=O)c2c1
→ -2	-2%	-6%	-1.2	9%	-6%	0%	-3%
52: CCOc1ncccc1C(=O)OCC(=O)N1CCc2ccccc21
→ -12	-7%	-6%	1.1	0%	-11%	-8%	12%
53: COC(=O)c1ccc(C(=O)OC)c(NC(=S)N2CC(C)CC(C)C2)c1 (stereo not given)
→ 4	-3%	-12%	2.0	14%	6%	-16%	-4%

# In the list so far, 8 have a Cl atom:
# Every second line gives: PI5P4Ka inh	EPAC1 ag	PLK1 PBD block	CCT chaperon mod	EPAC2 antag	EPAC1 antagonist	Mm-Cpn inhibitor	WRN inhibitor
4: O=C(CCl)Nc1cccc(Oc2cnccn2)c1
→ 0	-15%	-8%	-1.2	-3%	19%	0%	4%[57.1 µM]
6: CC(=O)CSc1nc2c(c(=O)[nH]c(=O)n2C)n1Cc1ccccc1Cl
→ -1	3%	-3%	-1.1	-28%	-5%	-1%	-2%[57.1 µM]
10: COC(=O)c1nc(NC(=O)c2ccc(Cl)cc2)n[nH]1
→ x	8%	27µM*	-4.4	-8%	0%	0%	-6%
11: O=C(COC(=O)COc1ccc(Cl)cc1Br)NC1CC1
→ -2	-11%	6%	1.5	-8%	5%	-3%	-2%
25: O=C(NCCc1c[nH]c2ccccc12)c1ccc(Cl)cc1
→ 0	-2%	-1%	0.4	-17%	4%	3%	8%
30: CC1CN(CC(=O)Nc2cc(S(=O)(=O)N3CCCC3)ccc2Cl)CC(C)O1 (stereo not given)
→ -2	0%	2%	-1.1	6%	-9%	-1%	-1%
45: O=C(NNc1ccc(Cl)nn1)c1ccc(Cl)cc1
→ 4	0%	-5%	0.8	12%	-3%	0%	-8%
47: COc1ccc(NC(=O)C2(C)CCN2Cc2ccccc2Cl)cc1OC (stereo not given)
→ 1	13%	-15%	-1.2	-11%	-25%	x	-9%

# Screens (PubChem BioAssay)
